FBW7 activator: FBW7 E3 ligase activators, primary screen, biochemical, AlphaScreen, human | actives 0.13% (n = 650,000) | normalized activity (activation), % at 26.1 µM | AlphaScreen FBW7–phospho-cyclin E peptide binding, activator screen; in the data active = normalized activity above about 1.9%;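 note: purified mutant Fbw7 with reduced substrate affinity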
TEAD-YAP inh: TEAD-YAP interaction inhibition, primary screen, TEAD-YAP interaction inhibitor project, luminescence, HEK-TIYL cells | inhibition, % at 9.12 µM | actives 1.4% (n = 640,000) | TEAD-Gal4/YAP UAS-luciferase luminescence | AID 1259422, 2018; in the data active = inhibition above about 32%;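 note: 0% = median of test compound wells and 100% = reference inhibitor wells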
GPR151 activ: activators of human GPR151, primary screen, cell-based, PathHunter beta-arrestin, luminescence; PathHunter beta-arrestin GPR151 cells; activation, % at 11.2 µM; actives 1% (n = 650,000); in the data active = activation above about 4.9%;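 note: 0% = median of compound wells and 100% = cells with positive control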
Target sequence (Q8TDV0 whole entry, looked up): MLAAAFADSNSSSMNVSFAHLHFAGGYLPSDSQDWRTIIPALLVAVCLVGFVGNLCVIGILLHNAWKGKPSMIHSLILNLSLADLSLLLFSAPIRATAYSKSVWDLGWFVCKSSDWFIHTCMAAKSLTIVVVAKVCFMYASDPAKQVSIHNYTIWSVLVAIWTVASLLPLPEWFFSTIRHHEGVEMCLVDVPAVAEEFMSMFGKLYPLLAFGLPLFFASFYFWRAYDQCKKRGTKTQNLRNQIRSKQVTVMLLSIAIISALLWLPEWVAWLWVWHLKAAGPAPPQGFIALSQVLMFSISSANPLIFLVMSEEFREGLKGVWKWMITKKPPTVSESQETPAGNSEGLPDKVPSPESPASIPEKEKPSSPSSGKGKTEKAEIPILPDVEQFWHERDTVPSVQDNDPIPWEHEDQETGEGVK
MITF inh: MITF inhibitors, primary screen, biochemical, AlphaScreen, human; Microphthalmia-associated transcription factor (Homo sapiens), O75030; inhibition, % at 2.6 µM; AlphaScreen MITF homodimerization, bead proximity signal; actives 0.91% (n = 650,000); in the data active = inhibition above about 50%;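 note: 0% = vehicle wells with protein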
Target sequence (O75030 whole entry, looked up): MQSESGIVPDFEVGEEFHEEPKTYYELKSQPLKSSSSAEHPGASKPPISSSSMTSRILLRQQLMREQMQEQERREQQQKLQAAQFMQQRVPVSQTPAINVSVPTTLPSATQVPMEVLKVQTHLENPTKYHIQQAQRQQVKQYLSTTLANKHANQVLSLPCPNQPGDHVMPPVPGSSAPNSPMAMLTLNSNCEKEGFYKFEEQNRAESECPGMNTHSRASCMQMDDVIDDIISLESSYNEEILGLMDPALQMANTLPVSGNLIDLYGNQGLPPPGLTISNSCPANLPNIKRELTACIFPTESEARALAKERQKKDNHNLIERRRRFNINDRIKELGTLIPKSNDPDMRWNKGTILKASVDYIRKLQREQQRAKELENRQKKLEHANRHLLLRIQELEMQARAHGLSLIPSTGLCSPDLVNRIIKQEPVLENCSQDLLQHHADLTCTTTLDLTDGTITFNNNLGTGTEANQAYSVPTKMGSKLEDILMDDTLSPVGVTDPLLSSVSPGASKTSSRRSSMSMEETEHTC
Numbers without * were called inactive; i = inactive.

mol	FBW7 activator	TEAD-YAP inh	GPR151 activ	MITF inh
O=C(O)/C(=C\c1ccco1)NC(=O)c1cccc2ccccc12	-0.2	-3.0	4.2	12.9
COc1cc(CSc2nnnn2-c2ccc(C)cc2)cc(OC)c1OC	0.2	27.9	2.6	4.7
O=C(c1ccc2ccccc2c1)C1CCCN(C(=O)CCc2cccnc2)C1 (configuration not stated)	-0.1	4.1	-0.3	2.0
O=[N+]([O-])c1ccc(-c2noc(-c3ccc(Cl)c(Cl)c3)n2)cc1	0.2	-2.7	1.5	-14.6
O=C1C(=O)N(CCN2CCOCC2)C(c2ccc(Cl)cc2)/C1=C(\O)c1ccccc1 (configuration not stated)	0.3	12.7	1.3	-17.3
Cc1ccccc1C(=O)Nc1ccc2nc(SCC(=O)Nc3ccc(C(C)C)cc3)sc2c1	0.0	-1.7	1.0	-15.4
O=C(COc1ccccc1)Nc1nnc(C2=COCCO2)o1	-0.1	7.1	-0.3	22.1
CC1CC(Nc2ccccc2)c2ccccc2N1C(=O)/C=C/c1ccco1 (configuration not stated)	-0.1	3.0	-1.0	-11.0
Cc1c(Cl)cccc1NC(=S)NC(=O)CCN1C(=O)c2ccccc2C1=O	-0.1	10.1	0.5	7.8
Cn1cc(S(=O)(=O)N2CCc3ccccc32)cc1C(=O)NC1CCCCCC1	0.0	1.7	0.2	5.6
CCCCOCCCNS(=O)(=O)c1ccccc1[N+](=O)[O-]	0.1	5.8	-0.7	12.4
COc1ccc(N2C(=O)CC(Cc3ccccc3OC)C2=O)cc1 (configuration not stated)	0.0	-9.9	0.4	-4.6
CCOC(=O)CN(C)C(=O)CC1(c2ccccc2F)CC(=O)N(C)C1=O (configuration not stated)	0.1	0.2	0.4	2.8
CCOc1ccc(S(=O)(=O)NCC(c2ccc3c(c2)OCO3)N2CCOCC2)cc1 (configuration not stated)	-0.1	-2.2	-1.5	9.9
CC(=O)c1cccc(NC(=O)/C=C/c2ccccc2)c1	0.0	-53.8	-1.6	-12.6
Cc1c(C(=O)NCc2ccccc2)oc2ccccc12	-0.1	-1.9	1.0	-4.0
O=C(CN1C(=O)[C@H]2CCCN2C(=O)c2ccccc21)NC1CCCCC1	0.0	3.1	0.4	6.0
COc1cc(CO)cc(I)c1OCc1ccccc1C#N	-0.1	-17.4	1.4	1.4
CCc1nnc(-c2cc3ccccc3n2CC(=O)Nc2ccccc2C)o1	0.0	-3.1	-3.1	13.2
CN(C)CCOc1cccc(CN[C@H]2C[C@H]3C(=O)N[C@@H](Cc4ccccc4)C(=O)N3C2)c1	0.6	10.3	0.6	12.6
O=C(NCc1ccc(Cl)c(Cl)c1)c1cccnc1SCc1ccccc1Cl	0.1	4.7	-0.1	8.2
CNC(=O)Nc1ccc2c(c1)C(=O)Nc1ccc(C)cc1O2	0.0	-4.0	0.3	-10.7
CN(Cc1cnn(C)c1)C(=O)CC1(c2ccccc2Cl)CC(=O)N(C)C1=O (configuration not stated)	0.1	-0.3	-0.3	0.3
COc1cc(C(=O)Nn2c(C3CCCCC3)nc3ccccc3c2=O)cc(OC)c1OC	-0.1	1.4	-0.3	-3.0

Look-ups from above:
Reading for CCc1nnc(-c2cc3ccccc3n2CC(=O)Nc2ccccc2C)o1 under GPR151 activ: -3.1
Reading for COc1cc(C(=O)Nn2c(C3CCCCC3)nc3ccccc3c2=O)cc(OC)c1OC under FBW7 activator: -0.1
Reading for CCOC(=O)CN(C)C(=O)CC1(c2ccccc2F)CC(=O)N(C)C1=O (configuration not stated) under FBW7 activator: 0.1
Reading for Cc1c(C(=O)NCc2ccccc2)oc2ccccc12 under MITF inh: -4.0
Reading for CN(Cc1cnn(C)c1)C(=O)CC1(c2ccccc2Cl)CC(=O)N(C)C1=O (configuration not stated) under TEAD-YAP inh: -0.3
Reading for CCOc1ccc(S(=O)(=O)NCC(c2ccc3c(c2)OCO3)N2CCOCC2)cc1 (configuration not stated) under MITF inh: 9.9

Later entries:
mol	FBW7 activator	TEAD-YAP inh	GPR151 activ	MITF inh
CC(C)CCn1c(N2CCc3ccccc3C2)nc2c1c(=O)[nH]c(=O)n2C	-0.1	-9.9	1.5	13.8
CN1CCN(c2ccc(/C=N/Nc3ccccc3)cc2[N+](=O)[O-])CC1	0.6	5.8	-0.8	16.4
CCCCC(=O)Nc1ccc(N2CCCCC2)cc1	-0.1	-35.5	-1.5	-6.2
CCOC(=O)c1c(C)[nH]c(/C=C2\C(=O)C=Cc3ccccc32)c1O	-0.2	-15.8	-0.8	6.5
c1cncc(OC2CCN(Cc3ccc4c(c3)CN(Cc3nccs3)CCO4)CC2)c1	0.1	4.4	1.0	14.4
Cc1cc(C)n(-c2nc(C)nc3sc4c(c23)CCC4)n1	0.0	1.6	3.4	-8.3
N#Cc1ccsc1NC(=O)CSc1nc(-c2ccc(F)cc2)cs1	0.1	-32.3	-8.5	6.1
CSc1ccccc1-c1ccc(N2CCN(C)CC2)nc1	-0.4	-24.6	-0.9	9.4
Cc1cccc(N(CC(=O)Nc2ccc(C(C)C)cc2)S(=O)(=O)c2ccccc2)c1C	-0.2	0.4	0.7	2.0
O=C(Cc1csc2nc(-c3ccccc3)cn12)NCc1ccc(F)cc1	0.1	10.0	1.1	2.4
O=S(=O)(Nc1ccc[nH]1)c1ccc2ccccc2c1	0.1	-4.8	-2.2	-0.3
Cc1cc(C(F)(F)F)c2c(C)nn(CCC#N)c2n1	0.0	-2.2	-0.8	13.3

Fetched by structure from the list above, 3 records:
mol	FBW7 activator	TEAD-YAP inh	GPR151 activ	MITF inh
CCCCC(=O)Nc1ccc(N2CCCCC2)cc1	-0.1	-35.5	-1.5	-6.2
O=C(Cc1csc2nc(-c3ccccc3)cn12)NCc1ccc(F)cc1	0.1	10.0	1.1	2.4
O=S(=O)(Nc1ccc[nH]1)c1ccc2ccccc2c1	0.1	-4.8	-2.2	-0.3

Next section.
mol	FBW7 activator	TEAD-YAP inh	GPR151 activ	MITF inh
CCOC(=O)c1ccc(N2N=C(C)/C(=C/C=C/c3ccco3)C2=O)cc1	0.1	3.7	-0.9	7.8
CCOC(=O)C1=C(C)N=c2s/c(=C3\C(=O)N(CC)c4ccccc43)c(=O)n2C1c1ccc(OC)cc1 (configuration not stated)	-0.1	-4.3	0.9	-4.8
Cc1ccccc1NC(=O)C(NS(=O)(=O)c1cccc2nsnc12)c1ccccc1 (configuration not stated)	0.0	-0.2	1.0	-1.0
Cc1cc(S(=O)(=O)N2CCCc3ccccc32)ccc1-n1cnnn1	2.1*	3.4	0.2	16.7
CC(C)OC(=O)Cn1cnc2ccccc2c1=O	-0.1	-0.8	1.1	-2.0
CN(CC(=O)Nc1ccc2c(c1)OCO2)CC(=O)Nc1ccc(F)c(F)c1F	-0.1	9.5	-1.4	-1.4
CN(CCc1ccccn1)Cc1ccc(C(=O)NCc2ccccc2Cl)c(=O)[nH]1	-0.1	-3.8	-3.3	3.8
O=S(=O)(NCCc1ccc(F)cc1)c1ccc(F)cc1	0.0	-56.1	-1.0	9.6
CC1CCc2c(sc3nc(-c4cccs4)oc(=O)c23)C1 (configuration not stated)	0.1	3.5	-0.2	-3.5
COCCOCCn1c(CCCO)nc2ccccc21	0.0	8.4	0.8	-12.1
Cc1nc(C(=O)NCc2cc(-c3ccc(F)cc3F)on2)cs1	0.0	0.3	0.0	1.3
CN(C)c1ccc(C=Nc2ccccc2O)cc1[N+](=O)[O-]	-0.1	-24.5	-0.5	5.3
CCCCCCSc1nc2sc3c(c2c(=O)n1-c1ccccc1)CC(C)(C)OC3	0.1	8.2	0.4	11.2
Cc1ccc(Nc2ccc(N3C(=O)C4CC=CCC4C3=O)cc2[N+](=O)[O-])cc1 (configuration not stated)	-0.7	9.9	1.2	-1.4
COc1ccc(Cn2c(=O)c3cccnc3n(CC(=O)Nc3ccccc3F)c2=O)cc1	-0.1	2.7	0.5	-15.4
COc1ccc(Br)c(C(=O)OCC(=O)N2CCc3ccccc32)c1	-0.1	2.8	0.9	0.4
Cc1ccc(NC(=O)c2ccc3c(=O)n(Cc4cccc(Br)c4)c(=S)[nH]c3c2)cc1F	0.1	-0.8	3.1	-19.8
O=[N+]([O-])c1cccc(/C=N/NS(=O)(=O)c2ccc(Cl)cc2)c1	-0.1	4.2	-0.7	8.0
Cc1cc(C)n(CNc2cccc(Cl)c2)n1	0.2	8.6	-0.2	5.5
COC(=O)C1=CN(c2ccc(C)cc2)C=C(C(=O)OC)C1c1ccccc1	0.1	-5.6	0.2	-12.4
CCOc1cc(/C=N\NC(=O)Cc2cccn2C)ccc1O	-0.1	4.3	1.2	3.3
Cc1nonc1CN(C)C(=O)C1CC12CCN(C(=O)Cc1cccc3ccccc13)CC2 (configuration not stated)	0.1	5.8	0.2	i
O=C(c1ccc(F)c(F)c1)N1CCCC(c2nnc(-c3cccs3)o2)C1 (configuration not stated)	-0.1	2.4	-1.3	0.4
COC(=O)c1cc(C(=O)Nc2ccccc2C(F)(F)F)cc([N+](=O)[O-])c1	-0.2	-6.7	-0.5	-12.2
Cc1csc(=O)n1CCOC(=O)c1ccc(Br)cc1	-0.1	2.1	-1.1	5.6
Cc1ccc(N(C)C)cc1NC(=O)CCC(=O)O	-0.1	6.7	1.3	16.3
CCCOC(=O)C1=C(C)NC2=C(C(=O)CC(c3ccc(OC)cc3)C2)C1c1cccc(Cl)c1Cl (configuration not stated)	0.6	4.1	0.5	-11.2
COc1ccc(-n2ncc3c(Nc4ccc(OC)cc4OC)ncnc32)cc1	0.1	-4.8	1.6	10.5
COC(=O)CCC(=O)N1CCOc2ccc(CN3CCN(c4ccccc4)CC3)cc2C1	0.1	7.8	-0.2	-6.7
COc1ccc(CNCc2ccc(C)cc2C)cc1	0.4	2.9	1.0	40.7
O=C(NC1CC1)c1ccc(-c2nc(NCCCN3CCCC3=O)c3ncn(Cc4ccc(C(F)(F)F)cc4)c3n2)cc1	0.1	16.7	-1.8	-19.8
N#C/C(=C\c1cn(CC(=O)NCc2ccco2)c2ccccc12)C(=O)NCc1ccccc1	-0.2	-0.3	0.0	-10.9
CN1C2CCC1CC(N(CCc1c[nH]c3ccccc13)C(=O)c1cc(Cl)cc(Cl)c1)C2 (configuration not stated)	-0.1	1.1	-0.7	3.2
CC1=C(C(=O)Nc2cccc(F)c2)C(c2ccc(C(C)(C)C)s2)C2=C(CC(C)(C)CC2=O)N1 (configuration not stated)	0.1	6.7	1.9	4.9
CCC(C)NC(=O)COc1ccc(Cl)c(C)c1 (configuration not stated)	-0.1	-7.8	1.4	-13.1
CCOC(=O)c1c(NC(=O)CSc2nnc(CNC(=O)c3c(F)cccc3Cl)n2C)sc2c1CCC2	-0.1	-17.5	-0.6	-6.6
COc1cccc(CN(C)C(=O)c2cc3ccc(-c4ccncc4)cc3n2CCN(C)C)c1	-0.3	-3.6	-0.3	-3.4
CC(=O)c1ccc(NC(=O)CSc2nn3c(=O)c(C)nnc3s2)cc1	-1.1	12.4	0.1	10.3
O=C(Nc1ccccc1[N+](=O)[O-])c1cccc(S(=O)(=O)Nc2ccc(Cl)cc2)c1	0.0	3.0	1.4	-4.7
CSCCC(NC(N)=O)C(=O)Nc1ccc(C)cc1 (configuration not stated)	0.0	-15.0	3.8	-40.5
CCOC(=O)COn1c(=O)c(=O)n(OCc2ccccc2)c2ccccc21	-0.1	4.3	-1.5	-0.5
CC(C)c1ccc(C(=O)NC2=NCCS2)cc1	0.1	-84.8	0.0	23.4
COc1cccc(OCC(=O)Nc2nccs2)c1	0.2	36.9*	-5.1	0.2
O=C(c1cc(-c2ccc(O)cc2)on1)N1CCOCC1	-0.1	50.7*	-2.3	-11.4
C=CCc1cc(C)ccc1OCCN1CCN(C)CC1	0.0	-11.3	-0.7	57.1*
COc1cc(/C=C2/N=C(c3ccc(NC(C)=O)cc3)OC2=O)c([N+](=O)[O-])cc1OC	0.3	2.5	-0.4	-5.2
Cc1cc(Cl)ccc1N(CC(=O)NCc1ccc(Cl)cc1)S(C)(=O)=O	-0.5	3.7	-0.9	21.4
CN1C(=O)C(C)(C)c2cc(S(=O)(=O)N(C)CC(=O)NCc3ccc(Cl)cc3)ccc21	0.0	7.6	-0.3	18.9

High-throughput results from PubChem.

No enrichment for hits; overall some 3.4% were active at least once.
